VHR inh abs: DUSP3 (human) phosphatase inhibition. inhibition, % at 13.3 µM. 290,000 tested, 0.52% active. P51452. recombinant VHR phosphatase, pNPP absorbance; in the data active means inhibition above about 50%; further: some compounds called inactive have numbers as strong as hits
Target sequence (P51452 whole entry, looked up): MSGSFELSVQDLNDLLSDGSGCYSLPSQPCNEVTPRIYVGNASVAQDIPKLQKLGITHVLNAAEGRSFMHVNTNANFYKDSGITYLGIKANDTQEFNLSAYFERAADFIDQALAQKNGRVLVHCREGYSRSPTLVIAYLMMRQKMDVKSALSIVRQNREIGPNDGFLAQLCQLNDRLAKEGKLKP
BioA inh: BioA (M. tuberculosis) enzyme inhibition; purified M. tuberculosis BioA enzyme, plate reader; inhibition, % at 9.99 µM; 360,000 tested, 0.096% active; AID 602481; in the data active means inhibition above about 40%
PriA SSB inh: inhibitors of Klebsiella pneumoniae PriA binding to SSB C-terminal tail. 430,000 tested, 0.6% active. inhibition, % at 33 µM. AlphaScreen SSBct-PriA binding, biotinylated peptide; in the data active means inhibition mostly above about 37%, no sharp cut-off; inactive means mostly below about 20%;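 further: plate controls were negative control peptide for no effect and reference peptide for full effect; strong numbers were not always called active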
MazEF act: MazEF (E. coli) toxin RNase activation. P0AE70. FAM/BHQ RNA-DNA oligo cleavage fluorescence, 5 h. activation, % at 20 µM. 350,000 tested, 0.32% active. AID 504720; in the data active means activation above about 50%
Target sequence (P0AE70 whole entry, looked up): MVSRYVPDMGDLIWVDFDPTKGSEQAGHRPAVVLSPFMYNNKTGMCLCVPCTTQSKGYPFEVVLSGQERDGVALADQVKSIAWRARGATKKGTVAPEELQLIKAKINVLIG
Mtb UGM inh: Mtb UDP-galactopyranose mutase inhibition | P9WIQ1 | purified UGM, fluorescence polarization probe displacement | inhibition, % at 10 µM | 320,000 tested, 0.06% active | AID 504406; in the data active means inhibition above about 10%, passing the limit was not always enough
BH1578 lux ind: induces V. cholerae light production without autoinducers; V. cholerae BH1578 lux reporter, luminescence, 6 h; activation, % at 18.7 µM; 350,000 tested, 0.16% active; in the data active means activation mostly above about 9.7%, no sharp cut-off; further: not every result past the cut was called active; inactives centre near 0; reference of the scale not given here
GDH-TPI inh: inhibits GDH-TPI coupling enzymes, artifact for Mtb FBA screen | GDH-TPI coupled enzyme counterscreen, NADH absorbance | inhibition, % at 4.8 µM | 360,000 tested, 1.2% active | AID 588335; in the data active means inhibition above about 30%;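 further: 0% = DMSO wells and 100% = wells lacking the enzyme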
SARS 3CLpro inh: SARS-CoV 3CLpro protease inhibition | P0C6X7 | 290,000 tested, 0.14% active | inhibition, % at 6 µM | recombinant SARS-CoV 3CLpro, quenched FRET peptide cleavage; in the data active means inhibition above about 12%
Rv3671c protease: inhibitors of M. tuberculosis serine protease Rv3671c; inhibition, % at 5.96 µM; 320,000 tested, 0.048% active; in the data active means inhibition above about 38%;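 further: extracellular domain of Rv3671c used as enzyme; 0% = enzyme with DMSO and 100% = no enzyme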
Target sequence (P9WHR9 whole entry, looked up, the tested form may be a part): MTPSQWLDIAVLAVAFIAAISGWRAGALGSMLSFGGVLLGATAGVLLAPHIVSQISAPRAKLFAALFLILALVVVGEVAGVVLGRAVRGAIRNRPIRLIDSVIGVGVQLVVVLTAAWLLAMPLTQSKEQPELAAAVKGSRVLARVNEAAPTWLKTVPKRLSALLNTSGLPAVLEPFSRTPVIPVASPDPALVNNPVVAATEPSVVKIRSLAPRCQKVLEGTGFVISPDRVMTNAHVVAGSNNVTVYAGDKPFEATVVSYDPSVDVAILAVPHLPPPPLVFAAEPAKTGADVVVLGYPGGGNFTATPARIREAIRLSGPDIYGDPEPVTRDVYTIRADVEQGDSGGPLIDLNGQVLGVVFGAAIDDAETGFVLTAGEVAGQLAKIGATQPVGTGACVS
FBA Mtb inh: Mtb fructose-bisphosphate aldolase inhibition; purified M. tuberculosis FBA, fluorescence read-out; P9WQA3; inhibition, % at 1 µM; 360,000 tested, 2.3% active; in the data active means inhibition above about 27%;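 further: 0% = vehicle and 100% = reference inhibitor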
Target sequence (P9WQA3 whole entry, looked up): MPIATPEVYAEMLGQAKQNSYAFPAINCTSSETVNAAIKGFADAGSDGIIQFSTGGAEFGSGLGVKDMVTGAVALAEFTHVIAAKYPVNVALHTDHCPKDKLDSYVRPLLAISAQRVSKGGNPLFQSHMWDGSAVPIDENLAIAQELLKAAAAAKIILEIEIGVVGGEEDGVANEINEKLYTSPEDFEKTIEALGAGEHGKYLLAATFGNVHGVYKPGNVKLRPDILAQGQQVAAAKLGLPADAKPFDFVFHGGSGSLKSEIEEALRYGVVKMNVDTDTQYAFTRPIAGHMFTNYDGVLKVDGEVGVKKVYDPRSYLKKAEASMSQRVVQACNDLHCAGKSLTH
An asterisk follows results filed as active; i = inactive; . = no result given; & = joins results of further samples.

Value order – VHR inh abs, BioA inh, PriA SSB inh, MazEF act, Mtb UGM inh, BH1578 lux ind, GDH-TPI inh, SARS 3CLpro inh, Rv3671c protease, FBA Mtb inh
Clc1ccc(N2CCN(Cc3ccc(Br)o3)CC2)cc1
→ -10.3, 0.1, 0.3, -7.3, -0.6, i, 10.4, -1.5, -4.9, 3.1
O=C1/C(=C/c2ccncc2)Oc2cc(OS(=O)(=O)c3ccccc3)ccc21
→ 0.0, 1.1, 6.0, 15.1, 0.2, i, -13.1, -2.2, -1.9, 0.3
CN(C)C1(CNC(=O)C2CCN(S(=O)(=O)c3c(Cl)cccc3Cl)CC2)CCCCC1
→ ., ., 3.9, 7.9, -2.1, -1.4, 2.1, ., -0.2, -1.5
O=C(NNc1ccc(-c2csnn2)cc1)c1cc(Cl)cc(Cl)c1
→ 10.0, 17.2, 5.3, 2.3, -1.4, -0.6, -1.5, 1.6, -6.6, -0.2
CC(C)C[C@@H](COc1ccccc1)N1CCN(Cc2ccccc2)CCC1=O
→ 12.7, ., -24.3, 1.5, 2.3, ., ., -2.5, -5.9, .
CC(=O)c1cccc(NC(=O)c2oc(C)nc2C)c1
→ 8.1, 0.7, -14.5, 1.6, 0.8, -0.4, 3.7, 0.4, -6.4, 0.7
Cc1cc(N2CCOCC2)nc(SCC(=O)c2ccc(Cl)cc2)n1
→ 27.9, -0.5, 3.1&14.0, 0.5, 0.8, i, -0.3, -5.6, -8.2, -0.6
COc1cc(C=C2C(=O)NC(=O)NC2=O)ccc1O
→ 45.1, -2.5, -8.4, -65.6, -3.4, i, 32.0*, -0.5, -9.6, 1.1
Cc1nn(-c2ccccc2)nc1C(=O)Nc1nnc(C(F)(F)F)s1
→ 9.5, 0.3, -5.4, -4.0, 3.7, 0.2, 0.7, 5.2, -10.0, 2.8
Cc1ccc(N2C(=O)NC(=O)/C(=C\c3ccc([N+](=O)[O-])o3)C2=O)cc1
→ -2.2, ., ., ., 0.1, ., ., 0.3, -16.4, .
O=C1c2ccccc2C(=Nc2ccccc2)C1c1cccc(Br)c1 (configuration not stated)
→ 21.9, ., 9.8, -11.0, -3.8, -0.2, 2.5, -1.4, 16.3, 1.9
CN(NS(=O)(=O)c1ccccc1)c1nc2ccccc2nc1C(F)(F)F
→ 28.3, 0.2, 12.0, 1.0, 0.2, -1.4, 5.2, -1.6, 3.6, -2.1
C=CCNC(=O)COC(=O)c1ccccc1C(=O)N(C)C1CCCCC1
→ 25.8, -1.3, -5.8, 3.5, 2.0, i, 7.1, -2.7, -2.9, -4.3
CSc1ncccc1C(=O)NCC(=O)Nc1ccc(F)c(F)c1
→ 14.9, 6.3, 1.1, -0.6, -1.5, 1.0, 13.4, -0.5, 3.6, -0.8
COc1ccc(NC2CCCN(C(=O)c3csc(C)n3)C2)cc1 (configuration not stated)
→ 10.5, -0.6, -1.7, 1.8, 2.6, i, 7.2, -4.5, -3.7, -0.9
NC(=NCCc1ccccc1)NS(=O)(=O)c1ccc(F)cc1
→ -2.2, 4.0, -0.7, -10.2, 3.8, -0.2, 6.4, -8.3, -1.1, 0.5
COc1ccc(NC(C)=O)cc1C#N
→ 10.6, ., -5.7, 10.2, -1.2, -0.3, 0.3, 1.7, -0.5, -1.2
O=C(Nc1ccccc1Br)C1CCC(=O)N1Cc1ccccc1Cl (configuration not stated)
→ 14.4, -1.9, -5.6, 7.3, -1.4, 5.8, 9.7, 2.9, -7.2, -1.8
C[C@H]1CN([C@@H](C)CO)C(=O)c2cccc(NC(=O)c3ccc(-c4nccs4)cc3)c2O[C@@H]1CN(C)C(=O)NC1CCCCC1
→ ., -1.2&-3.6, -10.6, 4.0, 1.3, 2.4, 5.8, ., 8.1, -2.8
CC(=O)NCCC(=O)Nc1nc(-c2ccccc2Cl)cs1
→ -2.0, ., -1.6, 0.7, -0.2, 0.5, -1.6, 4.2, 5.5, -1.3
CCC1CCCCN1CCCNC(=O)CCC(=O)N1CC(C)Oc2ccccc21 (configuration not stated)
→ 52.8*, -0.2, -8.7, -13.1, -3.0, -0.2, 2.4, -2.0, 4.9, -2.7
CCOC(=O)c1ccccc1NC(=O)c1cccc2c1C(=O)N(C1CCN(C(=O)OCC)CC1)C2
→ 29.2, -0.8, 3.1, -0.6, 1.0, i, 0.0, -0.4, -2.7, -1.8
O=S(=O)(Nn1cnnc1)c1ccc(F)cc1
→ -9.9, ., -12.3, -10.2, -0.1, -0.2, 6.3, 0.9, 1.6, -1.0
O=C(CSc1nnc(CNC(=O)c2ccccc2)o1)Nc1nccs1
→ 28.6, -1.7, -4.1, -0.1, 0.4, 0.6, 7.3, -0.2, -0.9, -0.3
Cc1noc(C)c1COc1ccc(C(=O)NCC(c2c(F)cccc2Cl)N(C)C)cc1 (configuration not stated)
→ ., 2.8, -0.8, 0.7, ., 19.3, 2.1, ., ., 1.2
CC(O)(CS(=O)(=O)Cc1ccccc1)c1ccc(Cl)cc1 (configuration not stated)
→ -13.7, -1.5, 16.8, -1.7, 0.9, -0.9, 18.1, 0.9, -6.5, -0.8
Cc1csc(SCC(=O)NCc2cccs2)n1
→ 16.5, ., -9.9, -6.1, 1.2, 1.1, 8.3, 1.0, -3.6, 4.0
COC(=O)C1CN(C(=O)C(C)Oc2cc(C)ccc2C(C)C)c2ccccc2O1 (configuration not stated)
→ -5.3, -0.3, -3.6, 3.0, -1.9, i, 8.0, 5.8, -11.7, 2.3
COc1ccc(-c2ccc(/C=N/NC(=O)c3cccnc3)o2)c([N+](=O)[O-])c1
→ 26.0, 0.6, ., 10.1, ., -3.1, 17.0, 0.8, ., -5.7
Cc1cc(C)c2c(n1)sc1c(=O)n(Cc3ccccc3Cl)nnc12
→ 34.7, ., -11.9, -23.7, ., 0.1, 4.2, 2.1, ., -0.2
O=C(N/N=C/c1cccnc1)c1ccc(NC(=O)c2ccccc2Cl)cc1
→ 40.4, -2.2, ., 5.6, 1.3, i, 13.5, -1.6, -6.8, 0.1
Cc1cccc(S(=O)(=O)NC(=O)C2(C)CCN2C(=O)Cc2ccc(Cl)cc2Cl)c1 (configuration not stated)
→ ., -0.8, ., ., ., -1.1, 0.9, ., ., -1.9
O=C(NC(=S)Nc1cccnc1Cl)c1ccco1
→ 9.3, ., -14.8, 3.0, -0.4, -0.8, 19.6, -0.3, -2.3, 2.5
O=S(=O)(c1ccc(NC(=S)NCc2ccc(F)cc2)cc1)N1CCOCC1
→ 8.6, 4.1, -4.2, -1.3, -2.4, -0.9, 6.5, 2.7, -11.4, -1.1
CN1CCN(C(=O)c2cc(=O)c3cc(Cl)cc(Cl)c3o2)CC1
→ 6.1, 4.7, -7.2, 10.8, -1.4, -0.5, 0.4, -5.2, 11.8, 2.5
O=C(OCC(=O)N1CCN(C(=O)COC(=O)c2ccncc2)CC1)c1ccncc1
→ 35.9, -1.8, -6.3, 4.8, -1.6, -0.3, 11.9, 2.3, 1.9, -7.1
c1ccc(CNC2CN3CCC2CC3)cc1 (configuration not stated)
→ ., -2.2, -3.8, 5.0, ., i, -3.5, ., ., 4.2
Cc1cc(C)n(-c2ccc(C(=O)OCC(=O)NCc3ccc(Cl)cc3)cc2)n1
→ -5.4, ., -6.7, 14.2, -3.5, i, 0.8, 3.1, -0.6, -1.9
COC(=O)c1cc(-c2ccccc2)n(CC(=O)O)c1C
→ -0.2, -0.3, -8.4, 6.7, 0.1, -0.5, -4.1, 0.4, 3.0, -3.5
CCN1C(c2ccccc2)C(C)C(=O)C(C)C1c1ccccc1 (configuration not stated)
→ -18.0, -1.9, 1.3, -1.4, 0.5, -6.6, -5.3, -2.8, 1.4, 0.2
CC(C)N(CC#CCC1(O)c2ccccc2-c2ccccc21)CCO
→ -7.3, 0.4, -9.1, 3.0, -1.4, 0.9, -1.9, 1.9, 1.9, 0.7
COC(=O)c1ccc2c(=O)[nH]c(CN3c4ccccc4CC3C)nc2c1 (configuration not stated)
→ 25.6, -0.4, -2.2, 2.2, -2.1, i, 13.6, 2.8, -3.8, -1.6
Cc1ccc(S(=O)(=O)N(C)c2ccc(OCC(=O)Nc3ccc(S(C)(=O)=O)cc3)cc2)cc1
→ ., -1.1, -11.2, 5.7, ., -2.7, 4.2, ., ., 0.1
CCC(=O)N(C)C[C@H]1Oc2cc(-c3ccccc3F)ccc2S(=O)(=O)N([C@H](C)CO)C[C@H]1C
→ ., -2.1&0.4&1.5, ., 4.3, ., -1.1, -14.7, ., ., -0.7
O=C(NCc1ccccc1)c1cc(C2COCCN2C(=O)C/C=C/c2ccccc2)on1 (configuration not stated)
→ ., -0.4, ., ., ., i, 0.0, ., ., 1.6
Cc1ccc(NC(=O)CSc2nnc(-c3ccncc3)o2)cc1C
→ 30.9, ., -10.6, 12.0, 0.6, 0.0, 7.6, -2.4, 1.6, -0.7
Cc1ccc(NC(=O)COC(=O)C2CSC3(C)CCC(=O)N23)cc1S(=O)(=O)N1CCOCC1 (configuration not stated)
→ -2.0, ., 0.5, 1.6, -0.9, 0.3, 6.4, -1.5, 9.5, 1.6
Cc1noc(C)c1-c1nc(CSc2ccccc2)no1
→ 35.5, ., -10.4, -4.6, -2.1, 0.0, 0.4, 0.7, 2.3, -2.1
CCN(CC(=O)Nc1ccc(NC(C)=O)cc1)C(=O)CCN1C(=O)c2cccc([N+](=O)[O-])c2C1=O
→ 14.0, 0.3, -1.5, 1.8, 1.0, i, -11.6, 3.1, -3.2, 0.8
Cc1nc2c(c(=O)n1CCC1=CCCCC1)c1nc3ccccc3nc1n2/N=C/c1ccccc1
→ -21.2, ., ., -24.6, 1.9, -0.7, 10.1, 4.6, -3.2, 0.9
Cc1onc(-c2c(F)cccc2Cl)c1C(=O)NC1CC1
→ 14.0, -1.6, 0.3, -5.5, 0.7, i, 13.8, 2.9, 1.0, 3.0
CC(=O)O[C@@H]1C[C@H]2C(C)=C[C@H]3OC(=O)[C@@H](C)[C@H]3C[C@H]2[C@]1(C)O
→ -0.3, 0.3, -4.5, 9.1, 0.4, i, 0.0, ., -5.2, 0.0
C/C(=N\NC(=O)Cn1nc(C)c([N+](=O)[O-])c1C)c1ccco1
→ 0.4, 0.1, ., 6.3, 3.6, 0.6, -3.1, 2.2, -7.2, 0.4
COc1ccc(Cl)cc1C(Nc1cccnc1)c1ccc2cccnc2c1O (configuration not stated)
→ 17.5, ., 69.2, -32.9, 2.4, -0.3, 1.3, 3.4, 8.5, 0.6
CCOC(=O)Cc1csc(SCC(=O)N2CCN(c3ccc(OC)cc3)CC2)n1
→ -1.0, -1.5, -4.9, 3.2, 0.3, -0.8, 10.1, -2.0, -3.5, 0.5
CCOC(=O)c1c(NC(=O)C2C3CCC(O3)C2C(=O)O)sc(C)c1-c1ccc(F)cc1 (configuration not stated)
→ 24.6, ., 0.9, -1.2, 3.4, -2.2, 2.0, -2.1, 1.2, -0.3
Oc1c(C=NCc2ccc(F)cc2)[nH]c2ccc(Br)c(Cl)c12
→ 29.6, ., ., ., 3.2, ., ., 3.7, -7.2, .
CN(C)c1ccc(NC(=O)COC(=O)c2cc(Cl)ccc2[N+](=O)[O-])cc1
→ -5.5, -1.6, 20.1, 3.9, -1.1, i, 3.9, -1.6, 3.0, 0.4
C[C@@H]1CN([C@H](C)CO)C(=O)c2cc(NS(=O)(=O)c3cn(C)cn3)ccc2O[C@@H]1CN(C)S(C)(=O)=O
→ ., -4.9&-0.1, -1.2, 0.3, 2.7, -1.5, 8.1, ., 8.4, -0.4
COc1ccc(C(=O)NC(=S)NNC(=O)CNC(=O)C2CCCCC2)cc1
→ 19.9, ., -7.8, 2.1, 0.2, 0.1, 5.3, -2.9, 3.3, -0.2

Whole records, quoted from the list. Order of screens: VHR inh abs | BioA inh | PriA SSB inh | MazEF act | Mtb UGM inh | BH1578 lux ind | GDH-TPI inh | SARS 3CLpro inh | Rv3671c protease | FBA Mtb inh
Cc1ccc(S(=O)(=O)N(C)c2ccc(OCC(=O)Nc3ccc(S(C)(=O)=O)cc3)cc2)cc1 reads . | -1.1 | -11.2 | 5.7 | . | -2.7 | 4.2 | . | . | 0.1
CC(=O)O[C@@H]1C[C@H]2C(C)=C[C@H]3OC(=O)[C@@H](C)[C@H]3C[C@H]2[C@]1(C)O reads -0.3 | 0.3 | -4.5 | 9.1 | 0.4 | i | 0.0 | . | -5.2 | 0.0

Screening data as filed in PubChem.

Only part of the results is shown (hit frequency here may not be typical).
